Bim-Mcl-1 = inhibitors of Bim peptide binding to Mcl-1, primary screen, biochemical, bead-based flow cytometry, multiplex | Induced myeloid leukemia cell differentiation protein Mcl-1 (Homo sapiens), Q07820 | Bim peptide-Mcl-1 binding | inhibition, % at 10 µM | hit rate 0.1% among 190,000 | AID 1009, 2008; in the data active means inhibition above about 40%;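 further: 0% = no compound tracer wells and 100% = peptide blocker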
Target sequence (Q07820 whole entry, looked up): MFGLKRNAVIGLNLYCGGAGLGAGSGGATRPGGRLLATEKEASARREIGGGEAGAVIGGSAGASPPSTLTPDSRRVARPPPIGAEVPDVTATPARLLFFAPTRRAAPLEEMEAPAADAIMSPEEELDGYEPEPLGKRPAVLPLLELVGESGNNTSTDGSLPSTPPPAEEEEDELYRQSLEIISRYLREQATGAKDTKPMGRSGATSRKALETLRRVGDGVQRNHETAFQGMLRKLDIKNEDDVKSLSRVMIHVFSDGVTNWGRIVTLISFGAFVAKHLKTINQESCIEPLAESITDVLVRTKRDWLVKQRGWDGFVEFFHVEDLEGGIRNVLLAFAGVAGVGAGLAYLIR
Rac1 mut GTP = GTP binding modulators of activated mutant Rac1, primary screen, biochemical, bead-based flow cytometry, multiplex, fluorescent GTP. Ras-related C3 botulinum toxin substrate 1 (Homo sapiens), P63000. hit rate 0.11% among 190,000. percent activity (GTP binding), % at 10 µM. GST-Rac1 activated beads; actives lie on both sides; 100% means binding = to untreated wells;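 active means GTP binding at least 20 percentage points away from the 100% baseline, in either direction, so actives lie on both sides; inconclusive means Compound likely fluorescent itself, or too few beads counted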
HRas wt GTP = modulators of GTP binding to HRas wildtype, primary screen, biochemical, bead-based flow cytometry, multiplex; GTP binding activity, % at 10 µM; GST-Ras wt beads, Bodipy-FL-GTP binding; actives lie on both sides; hit rate 0.14% among 190,000; GTPase HRas (Homo sapiens), P01112; AID 759, 2007;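 active means GTP binding activity at least 20% away from the 100% baseline, either lowered as inhibitor or raised as activator; inconclusive means flagged as likely green fluorescent, judged across all proteins in the well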;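 further: 0% = unlabeled GTP competition control and 100% = no-compound control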
Target sequence (P01112 whole entry, looked up): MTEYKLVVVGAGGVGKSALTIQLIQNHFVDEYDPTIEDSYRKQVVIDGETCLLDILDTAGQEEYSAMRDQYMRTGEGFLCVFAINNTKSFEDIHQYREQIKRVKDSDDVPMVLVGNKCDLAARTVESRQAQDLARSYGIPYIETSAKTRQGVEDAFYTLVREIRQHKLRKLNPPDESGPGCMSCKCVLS
Mcl1 Bid PPI = Mcl-1/Bid binding inhibitors, primary screen, biochemical, TR-FRET, 1536-well. TR-FRET Mcl-1/Bid-Dy647 peptide binding. hit rate 0.97% among 220,000. Induced myeloid leukemia cell differentiation protein Mcl-1 (Homo sapiens), Q07820. inhibition, % at 21.7 µM. AID 1021, 2008;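 active means compounds that cut the binding signal by more than half at the single screening dose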;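 further: His-tagged Mcl-1 with europium anti-His antibody binding Bid BH3 peptide; 0% = Mcl-1 plus peptide wells and 100% = peptide-only wells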
Rac1 wt modul = wildtype Rac1 GTP binding modulators, primary screen, biochemical, GST-Rac1 beads, flow cytometry, multiplex; AID 757, 2007; hit rate 0.27% among 190,000; GTP binding activity (% of control), % at 10 µM; Ras-related C3 botulinum toxin substrate 1 (Homo sapiens), P63000; fluorescent GTP binding; actives lie on both sides; 0 = cold GTP competed, 100 = untreated;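 active means GTP binding activity at least 20 points away from the 100% control level, either lower or higher; inconclusive means compound flagged as likely green fluorescent, judged across all proteins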
Mcl1 Noxa PPI = Mcl-1/Noxa binding inhibitors, primary screen, biochemical, TR-FRET, 1536-well | Induced myeloid leukemia cell differentiation protein Mcl-1 (Homo sapiens), Q07820 | TR-FRET Mcl-1/Noxa peptide binding, 2 h | inhibition, % at 21.7 µM | hit rate 1.5% among 220,000;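 active means compounds that cut the protein-peptide binding signal by more than 50% relative to plate controls in a single-dose test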;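 further: His-tagged Mcl-1 with rhodamine Noxa BH3 peptide and terbium anti-His antibody; 0% = Mcl-1 plus Noxa peptide wells and 100% = peptide-only wells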
Avidin fluor = green autofluorescence of compounds with avidin beads – biophysical, 488/530 nm, flow cytometry, artefact control, profiling panel. fluorescence (KMESF) at 10 µM. compound fluorescence 488/530 nm; active compounds read high. hit rate 0.38% among 220,000; in the data active means fluorescence above about 47; further: inactives centre near 10
Cdc42 wt = modulators of GTP binding to wildtype Cdc42, primary screen, biochemical, multiplex bead flow cytometry, Bodipy-GTP | AID 761, 2007 | percent activity (GTP binding), % at 10 µM | Cell division control protein 42 homolog (Homo sapiens), P60953 | GST-Cdc42 beads; actives lie on both sides | hit rate 0.2% among 190,000;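 active means percent activity GTP binding at least 20 points away from the 100% baseline, either down as inhibitor or up as activator; inconclusive means compound flagged as likely green fluorescent from well-wide comparison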;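 further: median bead fluorescence of bound Bodipy-FL-GTP at 100 nM; 0% = excess unlabeled GTP control and 100% = no compound control; below 100% means less GTP binding so inhibitor and above means activator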
Target sequence (P60953 whole entry, looked up): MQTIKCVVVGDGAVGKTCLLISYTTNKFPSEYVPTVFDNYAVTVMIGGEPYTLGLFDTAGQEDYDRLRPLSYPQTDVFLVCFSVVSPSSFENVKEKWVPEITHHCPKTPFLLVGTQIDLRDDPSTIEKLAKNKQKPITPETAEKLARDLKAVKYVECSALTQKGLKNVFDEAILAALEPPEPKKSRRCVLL
Rab2 wt GTP = modulators of GTP binding to Rab2A wildtype, primary screen, biochemical, dog, bead-based flow cytometry, multiplex; Ras-related protein Rab-2A (Canis lupus familiaris), P61105; GST-Rab2 wt beads, Bodipy-GTP binding; GTP binding activity, % at 10 µM; hit rate 0.19% among 190,000; AID 760, 2007;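 active means GTP binding activity at least 20 points away from 100%, either lowered or raised; inconclusive means signal likely due to the compound's own green fluorescence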;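 further: 0% = beads with excess unlabeled GTP and 100% = no-compound control corrected for plate trend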
Pf gamet viab = late stage P. falciparum gametocyte viability inhibitors, primary screen, ATP luminescence, HTS; P. falciparum stage V gametocytes, 24 h; inhibition, % at 10.9 µM; hit rate 0.065% among 150,000; AID 743093, 2013;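 active means inhibition above the mean plus 3 SD of compounds within the control limits, set per campaign, cut at about 38% in these data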;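 further: 0% = DMSO wells and 100% = medium only without gametocytes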
Rab7 wt GTP bind = modulators of GTP binding to Rab7, primary screen, biochemical, wildtype, multiplex bead flow cytometry | Rab7 GTPase wild type (dog), Bodipy-FL-GTP binding | GST-Rab7 beads, fluorescent GTP binding; actives lie on both sides; untreated = 100%, excess cold GTP = 0% | GTP binding activity (percent of control), % at 10 µM | hit rate 0.055% among 190,000;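 active means fluorescent GTP binding to Rab7 beads changed by at least 20 points from the 100% baseline, either direction, mostly lower; inconclusive means compound itself probably fluorescent, or too few beads counted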;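 further: median green fluorescence of bound Bodipy-FL-GTP per Rab7 bead population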
* = called active by the depositor; ? = inconclusive; nt = no result given; & = joins results of further samples.

SMILES	Bim-Mcl-1	Rac1 mut GTP	HRas wt GTP	Mcl1 Bid PPI	Rac1 wt modul	Mcl1 Noxa PPI	Avidin fluor	Cdc42 wt	Rab2 wt GTP	Pf gamet viab	Rab7 wt GTP bind
CC1=CC=CC2=N/C(=N\S(=O)(=O)c3ccc(F)cc3F)c3ccccc3CN12	-1	96	95	-10	96	1	21	97	96	18	100
CN(C)C(=O)Cn1c(=O)n(C)c2ccccc21	-1	100	104	-24	101	7	10	106	103	-34	100
Cc1cnc(C(=O)NCC(c2ccccc2)c2ccccc2)cn1	-1	95	100	-4	99	-8	23	97	99	13	105
CC1N(C)c2cccc3cccc(c23)N1C	11	95	97	-11	96	63*	13	96	95	-37	97
CC(=O)Oc1ccc([N+](=O)[O-])cc1N1C(=O)c2ccccc2C1=O	-1	99	100	-24	101	16	12	97	100	16	99
O=C(O)c1c2c(nc3ccccc13)CCCCC2	9	101	99	8	102	6	12	105	98	nt	97
COC(=O)c1cc(=O)nc2sc3ccccc3n12	0	99	104	5	105	5	17	105	102	0	104
COC(=O)C1(CCSC)NC(c2ccco2)C2C(=O)N(C)C(=O)C21 (centres undefined)	1	100	99	-61	97	-4	16	96	102	nt	100
COc1cccc(Sc2cc(N3CCOCC3)nc(-c3ccccc3)n2)c1	-1	100	104	4	106	2	8	107	102	nt	99
Cc1ccc(N2C(=O)CC(Cc3cc(C)cc(C)c3)C2=O)cc1 (centres undefined)	0	96	97	-10	99	-2	19	98	95	-36	96
CCOc1ccccc1N1CCN(c2nc3ccccc3nc2C(C#N)C(=O)OC)CC1 (centres undefined)	-1	95	95	-15	93	3	34	94	93	-11	97
COc1cc(OC)c(N(C)C(=O)CCNC(=O)Cn2cnc3ccccc3c2=O)cc1Cl	3	94	97	-13	95	-1	13	98	95	nt	98
Cn1nc(OCC(N)=O)ccc1=O	-6	101	103	-18	112	16	36	107	101	2	98
CC(NC(=O)c1cc(=O)[nH]c2ccc(Br)cc12)c1ccccc1 (centres undefined)	-3	95	101	-7	103	-8	23	99	99	nt	106
Cc1cccc(NC(=O)C2CCCN(c3nc(C)cc(C)n3)C2)c1 (centres undefined)	-1	97	100	-8	108	5	37	105	102	nt	99
COCCN(CCOC)S(=O)(=O)c1ccc(C(=O)Nc2nnc(COC)o2)cc1	-1	98	98	36	99	-50	5	99	97	-4	97
COc1ccccc1N1CCN(C2CCN(C(=O)COc3ccccc3)CC2)CC1	-2	101	101	11	102	18	10	106	96	-2	98
O=C1c2ccccc2C(=O)N1n1cccc1	-1	101	100	-29	103	4	3	97	99	nt	100
CC(=O)Nc1ccc(S(=O)(=O)NC(CC(=O)O)c2ccc(OC(C)C)cc2)cc1 (centres undefined)	2	99	100	0	106	1	17	100	99	nt	94
O=C(CSc1nnc2sc3ccccc3n12)c1ccco1	-6	100	99	-13	102	0	13	101	99	nt	97
Brc1ccc(-n2cc(-c3ccccc3)c3c(NN4CCOCC4)ncnc32)cc1	-3	101	101	4	104	4	11	103	100	17	99
Cc1ccc(S(=O)(=O)NNC(=O)C2CCN(Cc3ccccc3)CC2)cc1	-1	104	106	-16	116	11	10	107	108	-20	111
COc1ccc(S(=O)(=O)NCCC(=O)NC2CCCCCCC2)cc1	-1	99	101	8	105	-15	19	104	102	-6	99
COCCCn1nnnc1SCC(=O)Nc1ccc2c(c1)OCCO2	-1	96	97	3	99	-13	7	99	99	nt	98
Cc1ccc(-c2cc(-c3n[nH]c(=S)n3C)c3ccccc3n2)cc1	-4	89	88	-54	92	14	9	90	86	nt	90

Molecules above that have a furan ring, fused or not:
SMILES	Bim-Mcl-1	Rac1 mut GTP	HRas wt GTP	Mcl1 Bid PPI	Rac1 wt modul	Mcl1 Noxa PPI	Avidin fluor	Cdc42 wt	Rab2 wt GTP	Pf gamet viab	Rab7 wt GTP bind
COC(=O)C1(CCSC)NC(c2ccco2)C2C(=O)N(C)C(=O)C21 (centres undefined)	1	100	99	-61	97	-4	16	96	102	nt	100
O=C(CSc1nnc2sc3ccccc3n12)c1ccco1	-6	100	99	-13	102	0	13	101	99	nt	97

(list continues)
SMILES	Bim-Mcl-1	Rac1 mut GTP	HRas wt GTP	Mcl1 Bid PPI	Rac1 wt modul	Mcl1 Noxa PPI	Avidin fluor	Cdc42 wt	Rab2 wt GTP	Pf gamet viab	Rab7 wt GTP bind
Cc1cc(OCC#N)nc(N)n1	0	97	102	-5	103	-7	7	97	103	-18	108
CC(=O)c1oc2ccccc2c1NC(=O)CN1CCCCC1	-5	98	102	10	105	17	21	101	101	-1	98
O=C(Nc1nsc(-c2ccccc2)n1)c1ccncc1	-14	101	102	-19	105	11	10	104	105	19	100
C/C(=N\Nc1ccc(Cl)c(C(=O)O)c1)c1ccc2c(c1)OCO2	0	91	88	-38	92	15	8	94	88	-7	93
CCC(C)NC(=O)c1ccccc1-c1ccccc1C(=O)NC(C)CC (centres undefined)	-3	99	98	-25	100	2	12	100	97	10	99
COc1ccc([N+](=O)[O-])cc1NC(=O)C1(c2ccccc2)CCOCC1	-3	102	105	-9	105	8	12	103	105	6	108
COc1ccc(-n2ncc3c(NCC(C)C)ncnc32)cc1	-3	97	99	-4	106	14	37	99	99	nt	97
CCOC(=O)c1cn(CC)c2cc(N3CCOCC3)c(F)cc2c1=O	-7	96	98	-17	103	-13	17	102	98	-2	100
CC(=O)O[C@]1(C(C)=O)CC[C@H]2[C@@H]3C=C(C)C4=CC(=O)CC[C@]4(C)[C@H]3CC[C@@]21C	-2&-2	95	99	-9&4	100	-11&-5	8&8	98	98	nt	96
CCOC(=O)C1=C(Nc2ccc(C)cc2)CC(C)(O)C(C(=O)OCC)C1c1ccccc1 (centres undefined)	0	100	103	-5	102	10	16	104	101	nt	99
CC(C)c1ccc(NC(=O)N2CCc3ccccc3C2)cc1	-2	97	95	-28	98	-3	8	99	98	-14	96
COc1ccc(/C=N/NC(=O)c2ccc(CSc3nncn3C)cc2)cc1OC	0	93	93	-2	97	8	7	98	97	nt	97
N#CC1(c2ccc(NC(=O)c3ccccc3F)cc2)CCCC1	-4	98	101	9	101	22	6	100	94	-33	97
CCn1c(C)cc(/C=C2/SC(=S)NC2=O)c1C	-5	95	91	-29	94	6	12	97	93	3	93
CN(C(=O)CC1C(=O)NCCN1C/C=C/c1ccccc1)C1CCOCC1 (centres undefined)	5	97	101	-41	102	-3	12	99	99	-11	105
CCc1nnc(NC(=O)/C=C/c2ccco2)s1	-11	100	100	-17	107	13	16	101	100	18	100
CC(=O)CC(C)(C)S(=O)(=O)c1ccc(Oc2ccc(S(=O)(=O)C(C)(C)CC(C)=O)cc2)cc1	-5	94	97	-7	94	-29	20	96	97	nt	96
Cc1c(C)n(CCC(=O)O)c2ccccc12	0	100	102	-78	104	11	17	101	100	25	103
COCCSc1ccccc1C(=O)NCc1cccnc1	-4	96	96	-65	102	6	13	97	97	nt	98
O=C(CCc1nc2ccccc2[nH]1)NCc1ccc2c(c1)OCO2	-3	97	96	-5	101	4	5	98	98	nt	95
Cc1cc(C)nc(N2C(=O)CC(Cc3ccc(Cl)cc3)C2=O)n1 (centres undefined)	0	94	95	-6	99	-7	8	97	99	-1	94
Cn1c(NC(=O)Cc2cccc3ccccc23)cc(=O)n(C)c1=O	0	?	?	-8	?	-1	24	?	?	nt	?
COc1ccc2c(c1)O[C@H](c1ccc3c(c1)OCO3)[C@@H](O)C2=O	-2	97	100	-10	101	5	9	101	99	nt	99
Cn1c(=O)n(C)c2cc(S(=O)(=O)NCc3ccccc3)ccc21	2	100	100	-11	105	20	34	104	101	nt	103
Fc1ccc(CNc2nc(-c3ccccc3)nc3ccccc23)cc1	0	93	97	8	98	4	9	98	100	-27	102

Records above shown as hits in Mcl1 Noxa PPI.
structure | Bim-Mcl-1 | HRas wt GTP | Mcl1 Bid PPI | Mcl1 Noxa PPI | Avidin fluor | Cdc42 wt | Rab2 wt GTP | Rab7 wt GTP bind
CC1N(C)c2cccc3cccc(c23)N1C | 11 | 97 | -11 | 63* | 13 | 96 | 95 | 97

Following part
SMILES	Bim-Mcl-1	Rac1 mut GTP	HRas wt GTP	Mcl1 Bid PPI	Rac1 wt modul	Mcl1 Noxa PPI	Avidin fluor	Cdc42 wt	Rab2 wt GTP	Pf gamet viab	Rab7 wt GTP bind
O=C(COC(=O)/C=C/c1cccs1)Nc1ccccc1Cl	-2	91	93	-17	91	9	22	92	90	-30	93
CCC(C)c1ccc2oc(-c3ccc(NC(=O)Cn4cnc5c(=O)n(C)c(=O)n(C)c54)cc3)nc2c1 (centres undefined)	-2	100	102	34	102	-12	8	100	103	nt	101
CCNCc1cc(Cl)c(OCc2ccccc2)c(OCC)c1	0	98	100	-11	106	29	10	99	99	-8	99
Cc1nnc(SCC(=O)N2CCOCC2)s1	-1	102	106	-17	103	-8	16	106	107	nt	111
CC1(C)C(=O)Nc2ccccc2N1C(=O)CSc1nnc2ccccn12	-4	103	101	-56	105	14	13	104	101	23	99
COc1ccccc1/C=C/C(=O)N1CCC(c2ccccc2)C1 (centres undefined)	0	102	101	-9	104	9	11	104	101	-2	99

Fetched by structure from the list above (3):
SMILES	Bim-Mcl-1	Rac1 mut GTP	HRas wt GTP	Mcl1 Bid PPI	Rac1 wt modul	Mcl1 Noxa PPI	Avidin fluor	Cdc42 wt	Rab2 wt GTP	Pf gamet viab	Rab7 wt GTP bind
COc1ccccc1/C=C/C(=O)N1CCC(c2ccccc2)C1 (centres undefined)	0	102	101	-9	104	9	11	104	101	-2	99
CCC(C)c1ccc2oc(-c3ccc(NC(=O)Cn4cnc5c(=O)n(C)c(=O)n(C)c54)cc3)nc2c1 (centres undefined)	-2	100	102	34	102	-12	8	100	103	nt	101
CC1(C)C(=O)Nc2ccccc2N1C(=O)CSc1nnc2ccccn12	-4	103	101	-56	105	14	13	104	101	23	99
